# High-throughput results (PubChem)
# Tb PYK inh – qHTS of Trypanosoma Brucei Inhibitors; TbPYK enzyme, Kinase-Glo Plus ATP luminescence, 45 min; AID 624173, 2012; Potency, µM (series often up to 76.8 µM), for the others: top-dose activity, negative = inhibition, hits mostly inhibitors; 410,000 tested, 0.12% active; further: potency means the concentration at half of the fitted maximal effect; nearly all actives have a fitted effect of over 50% in size
#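 Screened from lowest to highest concentration, compounds were pinned into TbPYK/substrate mixtures, and ADP (130 uM final) was added. Plates sat at room temperature for 45 min prior to Kinase-Glo Plus detection by luminescence.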
# AmpC inh no detg – qHTS Inhibitors of AmpC Beta-Lactamase (assay without detergent) | AmpC nitrocefin hydrolysis, absorbance 480 nm, 0.0001% Triton | P00811 | Potency, µM (doses to about 57.1 µM), for inactives: top-dose activity change, negative = inhibition, most hits filed as inhibitors | 330,000 tested, 0.52% active;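 further: potency means the concentration at half of the fitted maximal effect; plate controls were no compound for no effect and no enzyme for full effect; nearly all actives have a fitted effect of over 20% in size; some results filed as inactive show a strong effect at the top dose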
# Target sequence (P00811 whole entry, looked up): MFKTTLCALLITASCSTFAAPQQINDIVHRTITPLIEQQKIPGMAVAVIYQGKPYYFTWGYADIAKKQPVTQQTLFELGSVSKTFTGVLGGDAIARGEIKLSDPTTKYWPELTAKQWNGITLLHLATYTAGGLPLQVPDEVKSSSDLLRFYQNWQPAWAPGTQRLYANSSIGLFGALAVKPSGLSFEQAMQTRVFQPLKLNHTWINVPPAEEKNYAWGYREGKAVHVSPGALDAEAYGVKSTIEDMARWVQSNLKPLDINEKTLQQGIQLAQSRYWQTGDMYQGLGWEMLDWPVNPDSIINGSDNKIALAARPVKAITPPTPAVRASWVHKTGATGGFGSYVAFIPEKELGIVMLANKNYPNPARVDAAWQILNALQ
#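 AmpC (5.3 nM in the dispensed reagent) in 20 mM phosphate pH 7.0 with 0.01% (detergent screen) or 0.0001% Triton X-100 was preincubated with compounds for 15 min at room temperature. Nitrocefin was then added from an 800 uM solution, and hydrolysis was followed at 480 nm.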
# HCV inh – qHTS Assay for Inhibitors of Hepatitis C Virus (HCV); Potency, µM (top dose mostly 41.8 µM), for inactives: at the highest dose activity change, negative = inhibition, usual class: inhibitors; 340,000 tested, 3.4% active; Huh7.5.1 HCVcc-Cre infection, luciferase reporter, 44 h; further: potency means the concentration at half of the fitted maximal effect
#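 1,000 cells/well; 4 h culture; + compound; + HCVcc-Cre (~0.5 moi); 44 h; luciferase substrate, RT 15 min; read 15 sec.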
# AMA1-RON2 inh – qHTS for Inhibitors of AMA1-RON; Towards Development of Antimalarial Drug Lead: Primary Screen; Plasmodium falciparum AMA1 (3D7) - RON2 peptide interaction; AlphaScreen AMA1-biotinylated RON2 peptide binding; Potency, µM (top dose mostly 58.2 µM), for inactives: at the top dose activity change, negative = inhibition, hits mostly inhibitors; 360,000 tested, 0.2% active;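 further: potency means the concentration at half of the fitted maximal effect; 0% = vehicle wells and -100% = peptide control; nearly all actives have a fitted effect of over 45% in size; some results filed as inactive show a strong effect at the top dose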
#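 AMA1 (3D7) with his tag at 25 nM final met compounds first, then biotinylated RON2 peptide at 25 nM; detection used donor plus acceptor beads, 10 µg/mL apiece, read by AlphaScreen after 30 min at room temperature.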
# AmpC detergent – qHTS Inhibitors of AmpC Beta-Lactamase (assay with detergent) | 370,000 tested, 0.041% active | AID 485294, 2010 | AmpC hydrolysis of nitrocefin, absorbance 480 nm, 0.01% Triton | Potency, µM (highest dose often 114 µM), for the others: at the highest dose activity change, negative = inhibition, usual class: inhibitors | P00811;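 further: potency means the concentration at half of the fitted maximal effect; 0% = no-compound wells and -100% = no-enzyme wells; nearly all actives have a fitted effect of over 25% in size; some results filed as inactive show a strong effect at the top dose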
#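 20 mM phosphate pH 7.0 + 0.01% (detergent screen) or 0.0001% Triton X-100; 5.3 nM AmpC reagent; cpd preinc 15 min RT; nitrocefin (800 uM stock) to start; A480 q20 s × 4 min; Activity was normalised to no-enzyme and no-compound control wells.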
# HCMV inh – qHTS Assay for inhibitors of the human cytomegalovirus (HCMV); 410,000 tested, 4.5% active; HFF cells, HCMV-luciferase reporter, 72 h; active compounds read low; activity change, negative = inhibition, % at 57.5 µM; in the data active means activity change below about -60%; inconclusive means no clear call, values can overlap the other calls; inactive means above about -39%
#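 After 16 h attachment at 37C, HFF cells received test compound and HCMV-luciferase (1 PFU/cell); reporter luminescence read 72 h later, data normalized against buffer-only and known inhibitor Salinomycin.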
# LmPK inh – qHTS Assay for Inhibitors of Leishmania Mexicana Pyruvate Kinase (LmPK); purified LmPK, Kinase-Glo ATP luminescence, 1 h; 290,000 tested, 0.37% active; Potency, µM (doses to about 57.5 µM), for inactives: at the top dose activity change, negative = inhibition, hits mostly inhibitors; AID 1721, 2009; further: potency means the concentration at half of the fitted maximal effect
# Target sequence (Q27686 whole entry, looked up): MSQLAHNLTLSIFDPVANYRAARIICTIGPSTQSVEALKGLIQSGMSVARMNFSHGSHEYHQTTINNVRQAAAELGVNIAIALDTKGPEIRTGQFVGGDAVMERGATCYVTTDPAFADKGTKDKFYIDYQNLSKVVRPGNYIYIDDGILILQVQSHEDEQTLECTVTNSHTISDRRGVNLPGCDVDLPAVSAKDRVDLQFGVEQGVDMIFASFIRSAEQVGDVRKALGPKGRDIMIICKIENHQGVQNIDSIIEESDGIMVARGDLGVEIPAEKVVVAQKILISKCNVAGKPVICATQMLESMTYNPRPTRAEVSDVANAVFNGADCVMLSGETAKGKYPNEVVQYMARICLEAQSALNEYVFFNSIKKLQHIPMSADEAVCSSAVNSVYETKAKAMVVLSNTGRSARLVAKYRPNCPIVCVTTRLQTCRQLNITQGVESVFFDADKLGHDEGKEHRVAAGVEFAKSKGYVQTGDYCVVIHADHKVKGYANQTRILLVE
#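 0.1 nM LmPK, 0.5 mM PEP, 0.1 mM ADP; 50 mM imidazole pH 7.2, 7 mM MgCl2, 50 mM KCl; 1 h RT. Kinase-Glo luminescence readout, normalized to no-enzyme (full inhibition) and uninhibited wells.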
# Numbers without * were called inactive; u = inconclusive; x = not tested or not shown; [ ] = dose if it differs, or a comment. Unless noted, the call rests on the fitted dose curve; in most records, active means well fitted curve in the direction sought with a large enough effect; inconclusive means small, poorly fitted or top-dose-only effect, or another doubt; inactive means no such curve, though single readings can be large; an effect the other way counts as inactive or inconclusive. Unless noted, on the % scale 0 is the no-effect control and ±100 the full control effect.
# Second line of a record – HCMV inh	Tb PYK inh	HCV inh	AMA1-RON2 inh	AmpC inh no detg	AmpC detergent	LmPK inh
> Cc1nc2cccc(C(=O)Oc3ccc([N+](=O)[O-])cc3)c2o1
  53.6	-2.2%	12.3%	-10.9%	-1.0%	-6.1%	10.4%
> O=C(CSc1nnc(CNC(=O)C23CC4CC(CC(C4)C2)C3)n1-c1ccccc1)Nc1ccc(F)cc1
  62.8	-8.7%	u	-17.5%	71.6%[activator]	-1.3%	9.9%
> FC(F)(F)c1cc(-c2cccs2)n[nH]1
  -16.0	-3.0%	u	15.8%	-13.3%	-6.9%	12.3%
> Cn1c(=O)c2c(nc(-n3ccnc3)n2Cc2ccccc2)n(C)c1=O
  -25.3	-0.1%	9.1%	9.3%	-0.3%	-14.7%	-11.2%
> O=C(COC(=O)Cc1ccsc1)NNC(=O)c1ccccc1
  8.4	2.9%	15.2%	17.0%	-4.0%	x	x
> O=CNc1cc(-c2ccccc2)cn2c(-c3ccc(F)c(Cl)c3)cnc12
  -1.4	8.1%	x	35.1%[activator]	x	x	x
> COc1ccc(C2=Nn3c(nnc3-c3ccccc3Cl)SC2)cc1OC1CCOC1 (stereo not drawn)
  19.9	1.5%	x	x	3.6%	x	x
> COC(=O)c1c(N)n(-c2ccc(N3CCOCC3)cc2)c2nc3ccccc3nc12
  x	x	x	x	46.9%	u	8.3%
> CNC(=O)c1ccsc1NC(=O)c1coc2ccccc2c1=O
  7.0	-13.2%	-17.4%	15.9%	-17.0%	0.6%	-4.9%
> O=S(=O)(Nc1cccc(-c2ccc(N3CCOCC3)nn2)c1)c1cc(C(F)(F)F)ccc1Cl
  57.2	-1.1%	x	x	x	-5.2%	x
> O=C(CSc1nnnn1-c1ccccc1)CC(=O)Nc1ccc(Cl)cc1
  -34.4	-15.4%	-3.3%	-5.4%	-48.6%	-2.2%	1.2%
> Cc1cnc(NS(=O)(=O)c2ccccc2)c(C)n1
  36.7	6.0%	2.5%	12.5%	-15.6%	-21.6%	-0.4%
> O=C(Nc1cc(Cl)c(Cl)cc1Cl)c1cccnc1
  4.3	-10.4%	0.5%	4.0%	-4.9%	-14.4%	0.0%
> COc1cccc(C(=O)NN=C2CCCC2)c1
  45.0	-2.1%	6.6%	30.9%[activator]	-28.9%	u	5.9%
> CC1CCc2nn(CC(=O)N3CCN(C(=O)c4ccco4)CC3)cc2C1 (stereo not drawn)
  11.9	-4.6%	-7.0%	-1.1%	-12.9%	u	3.2%
> O=C(c1c(O)c2ccccc2oc1=O)C1CCC1
  -13.7	6.0%	5.7%	0.7%	-18.7%	-11.9%	-3.4%
> COc1ccc(NC(=O)/C=N/O)cc1
  14.7	5.0%	26.2%	3.2%	-27.1%	-1.2%	2.0%
> O=C(NCc1ccccc1)c1cc2sccc2n1Cc1ccc(F)cc1
  3.3	0.0%	x	x	x	20.6%	x
> C[C@@H]1CN([C@H](C)CO)C(=O)c2c(c3ccccc3n2C)-c2ccccc2CO[C@@H]1CN(C)C(=O)Nc1ccc2c(c1)OCO2
  8.8	3.0%	x	-22.0%	x	x	x
> NC(N)=NC1=NC(=O)C(Cc2ccccc2)S1 (stereo not drawn)
  -35.9	-4.8%	2.1%	8.3%	-14.3%	-1.7%	-8.9%
> Cc1ccc(F)cc1NC(=O)CCNC(=O)c1ccc([N+](=O)[O-])cc1
  -33.8	2.6%	14.8%	0.5%	-18.0%	6.1%	-6.9%
> CCOc1cc(/C=N\NC(=O)c2ccc(C)nc2)cc([N+](=O)[O-])c1O
  61.5	-4.5%	0.1%	3.8%	-4.9%	u	-2.7%
> C#CC(=O)CC1(CN(Cc2ccccc2)C(=O)OC(C)(C)C)CCCCC1
  -7.5	-19.1%	-22.2%	-17.1%	x	x	x
> C=CCSc1nc(-c2ccc3c(c2)OCO3)cc(C(F)(F)F)c1C#N
  -29.1	-16.5%	-24.7%	12.0%	-13.0%	-14.8%	2.0%
> Cc1cccc2sc(NC(=O)CCNS(=O)(=O)c3cccs3)nc12
  25.9	4.0%	-21.0%	-5.8%	-51.3%	-10.4%	6.6%
> Cc1nc(NCC2CCCO2)c2nnn(Cc3c(F)cccc3Cl)c2n1 (stereo not drawn)
  32.4	-0.1%	-6.8%	0.2%	36.0%	3.7%	-1.8%
> O=C(Nc1ccc(Cl)cc1)C1c2cccc[n+]2CC(=O)N1Cc1ccc2c(c1)OCO2 (stereo not drawn)
  0.2	u	-14.6%	43.7%[activator]	-5.2%	2.2%	7.0%[11.5 µM]
> COc1cc(C(=O)NCC(c2ccc3c(c2)OCO3)N2CCOCC2)cc(OC)c1OC (stereo not drawn)
  114.4	-0.6%	x	x	x	-2.5%	x
> CC12C(=O)N(NC(=O)c3ccncc3)C(=O)C1C1C=CC2C1 (stereo not drawn)
  17.0	-0.8%	-1.8%	-0.1%	-23.8%	-2.2%	-1.7%
> O=S1(=O)N[C@H](Cc2ccccc2)COc2cc(N3CCC[C@@H]3CO)ccc21
  -10.3	4.9%	x	23.9%	x	x	x

# In a second layout: results already given.
smiles | HCMV inh | Tb PYK inh | HCV inh | AMA1-RON2 inh | AmpC inh no detg | AmpC detergent | LmPK inh
O=C(Nc1cc(Cl)c(Cl)cc1Cl)c1cccnc1 | 4.3 | -10.4% | 0.5% | 4.0% | -4.9% | -14.4% | 0.0%
COc1cccc(C(=O)NN=C2CCCC2)c1 | 45.0 | -2.1% | 6.6% | 30.9%[activator] | -28.9% | u | 5.9%
CC1CCc2nn(CC(=O)N3CCN(C(=O)c4ccco4)CC3)cc2C1 (stereo not drawn) | 11.9 | -4.6% | -7.0% | -1.1% | -12.9% | u | 3.2%
O=C(c1c(O)c2ccccc2oc1=O)C1CCC1 | -13.7 | 6.0% | 5.7% | 0.7% | -18.7% | -11.9% | -3.4%

# (listing goes on)
# Second line of a record – HCMV inh	Tb PYK inh	HCV inh	AMA1-RON2 inh	AmpC inh no detg	AmpC detergent	LmPK inh
> CCCCNc1nc(N)nc(-c2cc(Cl)ccc2O)n1
  -28.5	-8.7%	u	32.0%[activator]	-21.0%	-9.4%	1.1%
> O=C(CC12CC3CC(CC(C3)C1)C2)NCc1ccncc1
  13.7	1.7%	x	0.9%	-1.0%	1.1%	-4.1%
> Fc1cccc(C2NCCc3[nH]cnc32)c1 (stereo not drawn)
  -29.7	-3.1%	36.1%[activator]	16.2%	-24.3%	-13.8%	0.2%
> CCCCOc1ccc(C(=O)N(Cc2ccc(C(C)C)cc2)C2CCS(=O)(=O)C2)cc1 (stereo not drawn)
  33.0	-0.2%	x	x	x	u	x
> CCN1CCN(C(=O)C23CCC(C)(C(=O)C2Br)C3(C)C)CC1 (stereo not drawn)
  -19.9	0.8%	-21.6%	-0.5%	1.6%	-1.6%	-0.5%
> O=C1/C(=C/c2ccc(O)cc2)SC(=S)N1Cc1cccnc1
  u	2.7%	2.6%	-7.0%	-23.6%	-1.8%	-2.4%
> CCOC(=O)C1CCCN(C(=O)c2ccc(C(F)(F)F)nc2C)CC1 (stereo not drawn)
  49.0	-1.0%	x	9.5%	x	x	x
> N#Cc1ccccc1OCC(=O)Nc1cccc(S(=O)(=O)N2CCCC2)c1
  -3.7	-0.5%	u	8.6%	-33.8%	7.4%	x
> COC(=O)C1CSC(C(=O)OC)N1C(=O)Nc1ccccc1 (stereo not drawn)
  14.2	-2.6%	2.2%	5.7%	-22.3%	-5.0%	-2.6%
> CCC(c1nnnn1-c1ccc2c(c1)OCCO2)N1CCN(c2ncccn2)CC1 (stereo not drawn)
  7.4	2.8%	x	-9.8%	x	x	x
> CC(Sc1ccc(Cl)cc1)C(=O)NCc1cccnc1 (stereo not drawn)
  16.2	-9.9%	-0.2%	2.3%	-2.9%	1.9%	2.1%
> CC1CC(C)CN(CCOCCSc2ccccc2)C1 (stereo not drawn)
  4.7	17.3%	u	-12.4%	-6.0%	1.1%	-4.3%
> CC(/C=N/NC(=O)Cc1cccs1)=C\c1ccccc1
  1.8	0.7%	-20.5%	-4.3%[11.6 µM]	-27.3%	2.5%	-1.0%
> O=C(/C=C/c1cn(-c2ccccc2)nc1-c1ccc2c(c1)OCCO2)NCCCN1CCOCC1
  33.1	-2.5%	u	u	173.4%[activator]	3.3%	-1.0%
> COc1ccc(CCn2c(C)c(C(C)=O)c(C(C)=O)c2C)cc1OC
  3.9	-3.0%	23.4%	-21.9%	0.7%	-2.4%	-0.9%
> O=C(Nc1cccc(C(F)(F)F)c1)Nc1nnc([C@@H]2C[C@H](O)[C@@H](CO)O2)s1
  u	4.4%	x	0.1%	x	x	x
> CC(C)(C)c1ccc(C(=O)N2CCNC(=O)C2CC(=O)Nc2ccc(F)cc2)cc1 (stereo not drawn)
  3.8	u	8.3%	-14.7%	144.3%[activator]	-1.4%	-0.6%
> O=C(NC1CC1)c1nc2c(nnn2Cc2ccccc2Cl)c(=O)[nH]1
  4.9	-2.4%	2.9%	13.5%	-15.8%	1.8%	5.9%
> CCCOc1ccc(F)cc1-c1cc(C(=O)NCc2cccc(Cl)c2)[nH]n1
  -17.3	-1.8%	x	-1.1%	x	x	x
> Cc1oc(-c2ccccc2Cl)nc1CN1CCCC1c1ccc(F)cc1 (stereo not drawn)
  16.3	4.5%	-12.9%	-21.0%	30.0%	-5.5%	0.6%
> Cc1nn(-c2ccccc2)c(C)c1C(=O)OCC(=O)NC12CC3CC(CC(C3)C1)C2
  -31.3	2.2%	-20.5%	-0.3%	39.0%	-0.7%	2.8%
> C=CCN1C(=O)c2ccc(C(=O)N(CCC)CC(=O)Nc3ccccc3C)cc2C1=O
  -6.2	-2.7%	15.9%	12.0%	-2.7%	-8.1%	x
> O=C(NCc1ccc(F)cc1F)[C@@H]1CCCN1C(=O)[C@@H]1CCCN1C(=O)c1cccc2ccccc12
  12.7	-12.2%	x	3.4%	x	x	x
> NS(=O)(=O)c1ccc(N2CCCC2=O)c([N+](=O)[O-])c1
  -18.1	2.4%	5.2%	5.3%	-20.5%	-0.8%	3.3%
> COC(=O)CN1C(=O)N(c2ccccc2)C(N(O)C(=O)Nc2ccccc2)C1(C)C (stereo not drawn)
  -0.4	-14.3%	18.0%	10.5%	-12.6%	-0.7%	-0.9%
